Bioassay records from PubChem.
IL-1B inflam inh – inhibitors of inflammasome signaling (IL-1 beta secretion). activity change, % at 57.5 µM. 4.7% of 360,000 active. THP-1 LPS/ATP IL-1B secretion, AlphaLISA, 16 h; stronger effect = lower value; in the data active means activity change below about -50%; inconclusive means mostly about -30% to -49%; further: on the % scale 0 is the no-effect control and ±100 the full control effect
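Secreted IL-1B measured by AlphaLISA bead assay after 16 h compound exposure of THP-1 cells; compounds (final up to 57.5 uM) added 1 h before LPS (250 ng/mL) and ATP (1.25 mM) stimulation; lower signal means less secretion.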
HEK293 tox – cytotoxic in the GLP-1 receptor inverse agonist counter-screen; Potency, µM (titrated, usually from 38.3 µM), without a hit: at the top dose activity change, negative = inhibition, most hits filed as inhibitors; 0.13% of 410,000 active; HEK293 cAMP-luciferase reporter cells, luminescence, 24 h;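 further: loss of luciferase light is scored as toxicity; potency means the concentration at half of the fitted maximal effect; on the % scale 0 is the no-effect control and ±100 the full control effect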
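Here, cytotoxicity is scored as loss of luminescence. The MLSMR collection was tested on cells seeded in medium containing 10% Nu serum, with a 24 hr compound exposure preceded by 12 hours of culture.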
HT1080 IDH1KD tx – toxicity to HT-1080 IDH1 knockdown cells (counter line). 2% of 360,000 active. Potency, µM (titrated, usually from 46.1 µM), without a hit: at the top dose activity, negative = toxicity, most hits filed as cytotoxic. HT-1080 IDH1 knockdown viability, ATP luminescence, 48 h;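 further: potency means the concentration at half of the fitted maximal effect; 0% = DMSO wells and -100% = cell-free medium wells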
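Knockdown cells (IDH1KD HT-1080) received compounds 2 h after plating at 750 cells/well and were kept 48 h at 37 °C in 5% FBS RPMI. A CellTiter-Glo luminescence read gave % activity for curve fitting.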
DRD3 agonist – agonists of human D3 dopamine receptor. 0.58% of 410,000 active. max activation, %. AID 652048. D3R DiscoveRx beta-arrestin cells, luminescence, 90 min; in the data active means max activation above about 30%; further: 0% is about no effect; mostly tested at two doses, the higher about 12 µM
Target sequence (P35462 whole entry, looked up): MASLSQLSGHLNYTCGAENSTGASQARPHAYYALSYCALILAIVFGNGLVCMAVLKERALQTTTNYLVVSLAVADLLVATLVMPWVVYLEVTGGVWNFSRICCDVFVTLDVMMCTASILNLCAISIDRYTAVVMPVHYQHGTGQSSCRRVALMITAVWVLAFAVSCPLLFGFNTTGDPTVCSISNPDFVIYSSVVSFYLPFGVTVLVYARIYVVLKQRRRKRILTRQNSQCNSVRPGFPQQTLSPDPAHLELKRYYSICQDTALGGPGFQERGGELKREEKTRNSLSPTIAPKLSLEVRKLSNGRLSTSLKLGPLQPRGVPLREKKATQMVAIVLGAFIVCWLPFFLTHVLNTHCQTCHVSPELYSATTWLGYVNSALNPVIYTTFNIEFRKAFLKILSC
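Cells at 1500/well, incubated overnight, then treated with pinned compounds (dopamine as control) for 90 min at 37 degrees C. DiscoveRx reagent added for 30 - 60 minutes at room temperature; luminescence read.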
SW480 rerep – DNA re-replication induction in SW480 cells; SW480 DNA re-replication, Hoechst DNA content imaging, 48 h; Potency, µM (titrated, usually from 46.1 µM), without a hit: top-dose re-replication activation, most hits filed as activators; 1.8% of 340,000 active; further: potency means the concentration at half of the fitted maximal effect; % of control where 0% means no effect; nearly all actives have a fitted effect of over 55% in size
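Image-based DNA-content assay: after two days of treatment, nuclei were labelled with the DNA dye Hoechst and imaged, and hits were compounds raising the count of nuclei showing high fluorescence intensity.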
KB-V1 cytotox – kills drug-selected multidrug resistant KB-V1 cells; Potency, µM (doses to about 46.1 µM), without a hit: at the highest dose activity change, negative = cytotoxicity, hits mostly cytotoxic; KB-V1 MDR cells viability, CellTiter-Glo, 72 h; 3.4% of 400,000 active; further: potency means the concentration at half of the fitted maximal effect; on the % scale 0 is the no-effect control and ±100 the full control effect; nearly all actives have a fitted effect of over 60% in size
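KB-V1, DMEM (no phenol red) + 10% FBS; cpd pin-transferred, titration series; 72 h, 37 degrees C; CellTiter-Glo, luminescence. Data normalized, curve-fit.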
HT1080NT lethal – kills 2HG-producing HT-1080-NT fibrosarcoma cells | HT-1080-NT fibrosarcoma viability, CellTiter-Glo ATP luminescence, 48 h | Potency, µM (titrated, usually from 46.1 µM), for inactives: at the highest dose activity, negative = less viability, hits mostly cytotoxic | 1.6% of 360,000 active;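 further: NT is the 2HG producing partner of a matched IDH1 knockdown line; potency means the concentration at half of the fitted maximal effect; 0% = DMSO-treated cells and -100% = media-only wells without cells; nearly all actives have a fitted effect of over 55% in size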
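Toxicity toward the 2HG-producing NT line was scored as %Activity, normalised to DMSO and no-cell wells, from CellTiter-Glo luminescence after 48 hours' treatment.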
KB-3-1 cytotox – kills parental KB-3-1 adenocarcinoma cells. KB-3-1 viability, CellTiter-Glo ATP luminescence, 72 h. Potency, µM (top dose mostly 46.1 µM), inactives show at the highest dose activity change, negative = cytotoxic, hits mostly cytotoxic. 1.4% of 400,000 active. AID 1347075; further: potency means the concentration at half of the fitted maximal effect; on the % scale 0 is the no-effect control and ±100 the full control effect; nearly all actives have a fitted effect of over 60% in size
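Screening of KB-3-1 cells (DMEM, 10% FBS, phenol-red free) ran from lowest to highest compound concentration; after 72 h at 37 °C viability was read luminescently and curves fitted.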
MCF10A rereplic – induces DNA re-replication in MCF 10a normal breast cells; MCF 10A DNA re-replication, Hoechst nuclear intensity, 48 h; Potency, µM (top dose mostly 46.1 µM), inactives show at the highest dose activity, positive = re-replication, actives largely listed as activators; AID 624296; 2.9% of 350,000 active; further: potency means the concentration at half of the fitted maximal effect; % of control where 0% means no effect; nearly all actives have a fitted effect of over 50% in size
* = called active by the depositor; ? = inconclusive; . = no result given; & = joins results of further samples; ! = not confirmed by another sample; [ ] = dose if it differs, or a comment. Unless noted, the call rests on the fitted dose curve; in most records, active means well fitted curve in the direction sought with a large enough effect; inconclusive means small, poorly fitted or top-dose-only effect, or another doubt; inactive means no such curve, though single readings can be large; an effect the other way counts as inactive or inconclusive.

SMILES,IL-1B inflam inh,HEK293 tox,HT1080 IDH1KD tx,DRD3 agonist,SW480 rerep,KB-V1 cytotox,HT1080NT lethal,KB-3-1 cytotox,MCF10A rereplic
CCC(C)(C)C1CCC2(CC1)NC(=O)N(CC(=O)Nc1cc(C(F)(F)F)ccc1N1CCOCC1)C2=O (stereo not given),0.0,-0.5%,5.2%,0.4,13.3%,-1.7%,-1.3%,-1.9%,-0.8%
CCc1ccc(C(=O)NNc2ccc(C)c(Cl)c2)cc1,.,?,?,-10.6,13.5%,-25.9%,?,-9.2%,3.7%
Cc1ccc(S(=O)(=O)N2CCOCC2)cc1C(=O)NCCCN1CCCC1=O,31.9,6.6%,11.8%,2.2,.,?,6.7%,9.2%,.
CS(=O)(=O)Nc1cccc(NC(=O)C2Cc3c(-c4cccc(C(N)=O)c4)ccnc3O2)c1 (stereo not given),-10.2,5.3%,24.2%,-2.5,.,5.0%,3.0%,0.0%,.
COc1cc([C@@H]2CC=C(C(=O)O)[C@H](c3ccc(F)cc3)N2S(=O)(=O)c2ccc(C)cc2)cc(OC)c1OC,24.7,?,0.5%,-15.4,-7.7%,17.0%,-1.9%,1.9%,23.3%
CN(N=Nc1ccccc1C(=O)O)C1CCCCC1,-21.4,1.1%,-3.3%,0.9,.,15.0%,2.9%,0.0%,.
CCc1nc(Nc2ccc(NC(C)=O)cc2)c2oc3ccccc3c2n1,-1.5,-3.6%,-12.5%,3.6,?,-2.4%,-13.8%,-2.1%,?
CCOc1ccc(C(=O)NCC2CCCO2)cc1 (stereo not given),-12.0,14.2%,2.6%,3.7,-2.5%,8.4%,1.4%,8.5%,0.5%
O=C(c1ccccc1F)N1CCN(c2ccccc2)CC1,-17.2,1.2%,-8.2%,-21.4,-3.7%,?,15.7%,9.3%,-6.3%
O=C(c1ccc(-n2cnnn2)cc1)N(C1CCCCC1)C1CCCCC1,0.0,2.4%,16.5%,-3.4,-6.5%,-6.3%,13.6%,10.4%,?
Cc1cc(NC(=O)CSc2nc(C(C)C)nc3ccccc23)no1,-18.2,?,16.4µM*,1.9,?,?,?,?,25.9µM*
CCOC(=O)c1cn2nc(N3CCCC3)ccc2n1,-12.9,15.2%,20.7%,4.6,-3.5%,3.5%,27.5%,-4.5%,-11.9%
Nn1c(SCc2cccc(Oc3ccccc3)c2)nnc1C(F)(F)F,-22.0,6.1%,-15.8%,3.2,-3.0%,0.0%,-1.3%,15.5%,?
Cc1ccc(C(=O)O)cc1NC(=O)c1ccc(Cn2nc(C)c(Cl)c2C)o1,10.1,-1.9%[7.66 µM],-7.1%,3.1,-6.2%,29.5%,1.3%,10.5%,4.8%
COCCN(Cc1nc2ccccc2c(=O)[nH]1)C(=O)c1cccc(S(=O)(=O)N2CCCC2)c1,30.9,-4.2%,-4.1%,-1.6,-33.7%[inhibitor],-22.9%,6.3%,-10.7%,-7.0%
O=C(CSc1nccn1Cc1ccco1)Nc1ccc(F)cc1,-2.2,1.7%&-2.1%,-14.8%,0.0&-12.2,4.1%,-18.9%,0.5%,-0.1%,1.2%
CCCCSc1nc(C(=O)O)cc(=O)[nH]1,0.0,3.5%,0.4%,0.1,-9.5%,0.0%,8.0%,17.2%,-5.7%
O=C1NCCN(Cc2ccc(Cl)c(F)c2)C1CC(=O)N1CCCCO1 (stereo not given),-11.3,-18.7%,5.5%,1.6,-1.4%,18.3%,11.5%,-2.1%,-7.6%
CC(=O)c1ccc2c3c(ccc(O)c13)CC2,-12.2,-9.5%,?,1.8,-7.0%,4.7%,0.0%,2.2%,?
Cn1cc(C(N)=O)c2ccccc21,-4.0,0.2%,-1.6%,0.0,-34.3%[inhibitor],-16.6%,0.5%,0.0%,58.8%

Some of the entries so far, with two lines to a compound:
The line under a structure holds: IL-1B inflam inh, HEK293 tox, HT1080 IDH1KD tx, DRD3 agonist, SW480 rerep, KB-V1 cytotox, HT1080NT lethal, KB-3-1 cytotox, MCF10A rereplic
> CN(N=Nc1ccccc1C(=O)O)C1CCCCC1
→ -21.4, 1.1%, -3.3%, 0.9, ., 15.0%, 2.9%, 0.0%, .
> CCc1nc(Nc2ccc(NC(C)=O)cc2)c2oc3ccccc3c2n1
→ -1.5, -3.6%, -12.5%, 3.6, ?, -2.4%, -13.8%, -2.1%, ?

Filtered by structure, those above with an NH in an aromatic ring (two)
SMILES,IL-1B inflam inh,HEK293 tox,HT1080 IDH1KD tx,DRD3 agonist,SW480 rerep,KB-V1 cytotox,HT1080NT lethal,KB-3-1 cytotox,MCF10A rereplic
COCCN(Cc1nc2ccccc2c(=O)[nH]1)C(=O)c1cccc(S(=O)(=O)N2CCCC2)c1,30.9,-4.2%,-4.1%,-1.6,-33.7%[inhibitor],-22.9%,6.3%,-10.7%,-7.0%
CCCCSc1nc(C(=O)O)cc(=O)[nH]1,0.0,3.5%,0.4%,0.1,-9.5%,0.0%,8.0%,17.2%,-5.7%

Additional structures:
SMILES,IL-1B inflam inh,HEK293 tox,HT1080 IDH1KD tx,DRD3 agonist,SW480 rerep,KB-V1 cytotox,HT1080NT lethal,KB-3-1 cytotox,MCF10A rereplic
CCOC(=O)C1(Cc2ccc(OC)cc2)CCN(C(=O)CN2CCCCC2=O)CC1,15.7,-1.7%,11.7%,1.6,-0.8%,-1.5%,9.1%,7.2%,-9.7%
CC(C)NC(=O)CN1CCN(C(=O)c2ccc3oc(CCCc4ccccc4)nc3c2)CC1,0.0,-2.6%,-0.1%,4.4,20.1%,?,0.8%,6.4%,2.1%
Cc1nccc(-c2ccc(-n3c(C)ccc3C)cc2)n1,?,-8.1%,-18.9%,-13.6,?,-14.4%,0.7%,-13.0%,-1.3%
COc1cc(-c2noc(C)c2C#CC2(O)CCCCC2)cc(OC)c1OC,?,7.7%,-23.6%,2.1,-1.5%,14.6µM*!,-11.4%,?,-0.2%
Cn1c(SCc2cc(=O)n3cc(Br)ccc3n2)nnc1C1COc2ccccc2O1 (stereo not given),22.7,-17.4%,8.7%,6.2,-2.0%,11.6µM*,0.5%,27.7%,0.4%
COc1ccc(-c2c(C)[nH]n3c(=O)c(Cc4ccccc4)c(C)nc23)cc1,-0.5,-24.0%,?,-5.4,?,16.4µM*,-15.5%,?,22.0%
COc1ccc(-c2nc(C(N)=O)c3[nH]c(=O)n(-c4ccccc4OC)c3n2)c(OC)c1,-18.8,-7.8%,?,-7.5,15.9%,-15.1%,-21.2%,?,-3.9%
COC(=O)C1CCN(CC(=O)NC(=O)NC2CCCCC2)CC1,22.5,2.6%,17.5%,9.0,-2.4%,-27.1%,15.4%,-1.0%,-6.5%
COC(=O)C(Cc1ccccc1)NC(=O)c1cc(S(=O)(=O)N(C)C)ccc1Cl (stereo not given),-75.1*,-5.0%[7.66 µM],-7.9%,1.4,-4.8%,-26.8%,0.0%,-2.9%,3.6%
O=C(c1ccccc1)c1ccc(Oc2ncccn2)cc1,-9.3,-0.6%,5.8%,0.6,-3.3%,?,12.4%,-0.9%,6.4%
O=S1(=O)C=C(SCc2ccccc2)Nc2ccccc21,-9.1,10.9%,-4.9%,-1.2,-1.5%,18.4µM*,-10.0%,?,-13.6%
O=C(c1ccc2nc[nH]c2c1)N1CCc2ccccc2C1,11.8,-0.9%,17.1%,-3.7,-1.1%,-0.4%,5.4%,7.5%,2.9%
Cc1cc(C)nc(NS(=O)(=O)c2ccc(NC(=O)C3COc4ccccc4O3)cc2)n1 (stereo not given),-12.7,2.5%,-4.2%,12.8,-1.1%,0.0%,-7.5%,?,-4.1%
O=C(NNC(=O)c1ccccc1-n1cccc1)c1ccc(Cl)cc1,10.4,0.4%,8.3%,1.3,-11.9%,-0.7%,11.6%,-7.2%,0.3%
COc1ccc(C(C)=O)cc1COC(=O)CCCN1C(=O)c2ccccc2C1=O,7.2,0.5%,11.6%,0.2,-2.9%,?,1.1%,16.0%,-2.2%
Cc1cc(C)c(S(=O)(=O)c2ccc(F)cc2)c(C)c1,24.3,1.6%,-4.1%,4.0,.,-10.5%,-6.3%,2.6%,.
CC(=O)C[C@@H](O)CC(=O)[C@@H]1OC(=O)CC/C=C\Cc2ccccc21,8.9,7.1%,-0.6%,14.9,-3.9%,0.4%,-3.1%,-14.9%,-7.0%
Cc1ccccc1NC(=O)CN(C)S(=O)(=O)c1cccs1,-6.2,2.2%,2.8%,-24.0,-4.6%,-21.1%,0.7%,-1.0%,-2.5%
O=C(NCCc1ccccc1)C1COc2ccccc2O1 (stereo not given),-5.7,1.0%,11.5%,-5.6,2.7%,-3.6%,15.9%,0.4%,0.1%
S=c1[nH]c2ccccc2n1CCOc1ccccc1,42.7,?,6.1%,0.2,?,2.1%,1.2%,1.3%,-2.1%
CCCc1c(C(=O)N/N=C(\C)c2ccccn2)nnn1-c1nonc1N,97.7,0.7%,?,-13.1,.,?,?,5.8µM*,.
O=C(CSc1nnc(COc2ccccc2)o1)c1ccccc1,0.0,4.8%,21.0%,-9.3,-0.3%,-27.5%,-1.4%,1.5%,3.9%
CCc1c(O)nc(SCC(=O)Nc2ccc(OC)cc2)n(C2CCCCC2)c1=O,-9.2,-19.4%,-13.1%,0.7,-5.4%,0.7%,-6.7%,19.2%,-2.2%
COc1ccc(NC(=O)CCc2nc(-c3ccccc3F)no2)cc1,6.4,3.2%,-18.2%,1.1,-1.6%,-21.6%,-5.9%,-4.2%,0.4%
Cc1c(C)n(CC(O)CN2CCOCC2)c2ccccc12 (stereo not given),7.5,0.1%,?,-1.4,-2.5%,-21.9%,0.0%,0.4%,-5.5%

Gathered by group: those above with a CF3 group
SMILES,IL-1B inflam inh,HEK293 tox,HT1080 IDH1KD tx,DRD3 agonist,SW480 rerep,KB-V1 cytotox,HT1080NT lethal,KB-3-1 cytotox,MCF10A rereplic
CCC(C)(C)C1CCC2(CC1)NC(=O)N(CC(=O)Nc1cc(C(F)(F)F)ccc1N1CCOCC1)C2=O (stereo not given),0.0,-0.5%,5.2%,0.4,13.3%,-1.7%,-1.3%,-1.9%,-0.8%
Nn1c(SCc2cccc(Oc3ccccc3)c2)nnc1C(F)(F)F,-22.0,6.1%,-15.8%,3.2,-3.0%,0.0%,-1.3%,15.5%,?

Rows are unselected, and some 11% of all compounds hit somewhere here.
